# Compound activity: PubChem, several laboratories
# H9c2 protect = myocardial damage modulation in H9c2 cells. 0.63% of 360,000 active. H9c2 cardiomyocytes, H2O2 injury protection, ATPLite, 2 h. protection from H2O2 cell death, % at 20 µM;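 active = compounds giving at least 50% protection of heart cells from peroxide-induced death in the single-dose screen, raw or plate-pattern-corrected value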;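 note: 0% = DMSO wells with peroxide and 100% = DMSO wells without peroxide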
# ABCB6 inh 2 = human ABCB6 transporter inhibition; fluorescence ratio to DMSO, % at 10 µM; K562-ABCB6 porphyrin accumulation, flow cytometry, 1 h; hits give low values; 0.19% of 360,000 active; Q9NP58; AID 602162;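 active = fluorescence ratio to DMSO below 75%, the collection mean minus 3 SD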;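 note: signal is porphyrin accumulated inside mitochondria; 100% equals median channel fluorescence of DMSO control wells; lower ratio means ABCB6 inhibition with less porphyrin fluorescence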
# Target sequence (Q9NP58 whole entry, looked up): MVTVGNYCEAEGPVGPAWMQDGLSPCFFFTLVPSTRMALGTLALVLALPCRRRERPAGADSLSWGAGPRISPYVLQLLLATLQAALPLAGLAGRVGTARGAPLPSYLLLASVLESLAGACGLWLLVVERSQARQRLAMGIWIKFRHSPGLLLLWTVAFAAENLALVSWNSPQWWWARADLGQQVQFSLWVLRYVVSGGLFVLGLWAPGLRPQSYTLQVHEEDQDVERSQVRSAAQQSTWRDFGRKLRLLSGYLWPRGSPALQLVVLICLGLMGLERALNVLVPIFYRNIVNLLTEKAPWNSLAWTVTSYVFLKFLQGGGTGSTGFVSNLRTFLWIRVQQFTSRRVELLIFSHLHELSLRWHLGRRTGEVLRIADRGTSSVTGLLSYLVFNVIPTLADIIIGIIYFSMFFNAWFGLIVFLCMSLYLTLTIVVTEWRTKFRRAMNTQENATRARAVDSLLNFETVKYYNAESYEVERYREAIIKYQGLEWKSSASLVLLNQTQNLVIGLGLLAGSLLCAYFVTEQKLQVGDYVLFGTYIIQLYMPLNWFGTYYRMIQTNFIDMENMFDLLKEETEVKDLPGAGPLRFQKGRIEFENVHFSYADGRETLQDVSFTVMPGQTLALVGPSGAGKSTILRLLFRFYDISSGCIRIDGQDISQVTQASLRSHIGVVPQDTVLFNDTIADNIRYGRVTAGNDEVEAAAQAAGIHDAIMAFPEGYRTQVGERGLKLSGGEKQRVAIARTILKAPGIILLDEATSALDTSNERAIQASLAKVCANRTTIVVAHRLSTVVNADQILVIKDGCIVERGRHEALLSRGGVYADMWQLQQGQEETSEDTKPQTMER
# MC4R antagonist = blocks human MC4R cAMP signaling; inhibition, % at 6.5 µM; 0.48% of 360,000 active; MC4R-expressing cells, MTII-stimulated cAMP, LANCE TR-FRET;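 active = inhibition above its plate's cutoff, the mean of tested wells on that plate plus 3 SD, cut at about 29% in these data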;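 note: 0% = Melanotan II alone and 100% = Melanotan II plus saturating MCL0020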
#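 Material: human MC4R-expressing U2OS cells. Probe or stimulus: Melanotan II challenge. Dosing: 6.5 µM single dose. Times: 30-min compound, 1-h challenge, 1-h detection, room temperature. Technique: TR-FRET with Eu-cAMP and labeled anti-cAMP, 671 nm. Replication: singlicate.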
# N-glyco inh = N-linked glycosylation inhibition | D54 ERlucT glycosylation luciferase reporter, 24 h; percent of 100 nM tunicamycin response | reporter increase, % at 12.5 µM | 0.23% of 360,000 active | AID 588692;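 active = mean luciferase reporter signal, scaled so untreated is 0 and the glycosylation-blocking control 100, at or above a set limit in every replicate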;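 note: luciferase carries N-glycosylation sites so blocking glycosylation raises the light; 0% = median of neutral control wells and 100% = median of 100 nM tunicamycin wells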
# SRC2 inh = inhibits human steroid receptor coactivator 2. inhibition, % at 9 µM. Q15596. HEK293 GAL4-SRC2 luciferase reporter, luminescence. 0.17% of 370,000 active;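 active = inhibition above the mean inhibition of all tested compounds plus 3 SD, set per campaign, cut at about 52% in these data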;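 note: 0% = DMSO treated cells and 100% = cells given Gossypol at 36 µM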
# NOD2-RIPK2 inh = inhibitors of human NOD2-RIPK2 interaction; 0.38% of 360,000 active; O43353; inhibition, % at 4.98 µM; CHO BLA complementation NOD2-RIPK2, CCF4 ratio; in the data active = inhibition above about 21%;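 note: 0% = vehicle only and 100% = reference blocker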
# TLR9-MyD88 block = inhibitors of human TLR9-MyD88 binding | Q9NR96+Q99836 | CHO BLA complementation TLR9-MyD88, CCF4 FRET ratio | AID 504734 | inhibition, % at 4.98 µM | 0.21% of 340,000 active;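 active = inhibition above the mean over all tested compounds plus 3 SD, cut at about 21% in these data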;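 note: 0% = DMSO only wells and 100% = clavulanate BLA inhibitor control wells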
# MC4R ag barr = human MC4R agonism via beta-arrestin. P32245. U2OS MC4R beta-arrestin complementation, luminescence; percent of melanotan II response, DMSO zero. activation, % at 8.9 µM. 0.98% of 360,000 active;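 active = activation above a per-plate cutoff, the mean activation of sample wells on that plate plus 3 SD, cut at about 8% in these data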
# ABHD5-PLIN5 inh = ABHD5-PLIN5 protein interaction inhibition. Q00G26+Q8WTS1. Split G. princeps luciferase complementation, luminescence, 4 h. inhibition, % at 4 µM. 0.78% of 360,000 active;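 active = inhibition above the mean inhibition across every tested compound plus 3 SD, cut at about 22% in these data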;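 note: 0% = DMSO only wells and the 100% control is not disclosed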
# m5-HT2A agonist = mouse HTR2A agonism via beta-arrestin recruitment. CHO-K1 mHTR2A beta-arrestin complementation, luminescence; percent of 30 µM serotonin response. activation, % at 7.6 µM. 0.66% of 360,000 active;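 active = activation above a run cutoff, the mean activation of all tested compounds plus 3 SD, cut at about 14% in these data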;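 note: 0% = plate median of compound wells and 100% = 30 µM serotonin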
# Active calls of the source: *; nt = not tested or not shown. The list is partial; rates above refer to the full screens.
# Start of the data: the first 2 compounds as a preview:
SMILES,H9c2 protect,ABCB6 inh 2,MC4R antagonist,N-glyco inh,SRC2 inh,NOD2-RIPK2 inh,TLR9-MyD88 block,MC4R ag barr,ABHD5-PLIN5 inh,m5-HT2A agonist
O=[N+]([O-])c1ccc(C=NNC(=S)NN=Cc2ccc([N+](=O)[O-])cc2)cc1,2,102,7,-5,-8,-11,0,0.9,-10,-1
O=C(CN1C(=O)NC2(CCCCC2)C1=O)Nc1ccccc1N1CCCCC1,4,94,4,0,-3,-5,-12,0.8,12,1

# The whole of this part, repeating the preview:
SMILES,H9c2 protect,ABCB6 inh 2,MC4R antagonist,N-glyco inh,SRC2 inh,NOD2-RIPK2 inh,TLR9-MyD88 block,MC4R ag barr,ABHD5-PLIN5 inh,m5-HT2A agonist
O=[N+]([O-])c1ccc(C=NNC(=S)NN=Cc2ccc([N+](=O)[O-])cc2)cc1,2,102,7,-5,-8,-11,0,0.9,-10,-1
O=C(CN1C(=O)NC2(CCCCC2)C1=O)Nc1ccccc1N1CCCCC1,4,94,4,0,-3,-5,-12,0.8,12,1
Cc1ccc(C2=N/C(=C\c3ccc(OS(=O)(=O)c4ccc(C)cc4)cc3)C(=O)O2)cc1,-2,99,22,-1,4,3,-1,-0.9,-6,6
Cn1cc(CNC(=O)c2cc(-c3ccc(Br)cc3)nc3ccccc23)cn1,22,91,12,5,-20,-5,-1,-0.8,0,-4
COC(=O)[C@@H](Cc1c[nH]c2ccccc12)NC(=O)c1ccc2c(c1)OCO2,-7,97,15,1,-40,-10,8,-0.8,-2,3
COc1ccc(C2CC(c3ccc(F)cc3)=NN2c2ccccc2)cc1OC (centres undefined),0,109,6,-1,-33,-5,0,-1.0,-4,-2
COc1ccc(/C=C/C(=O)N(C)C2CCCCC2)cc1Br,0,98,-12,-1,-30,7,-6,-0.5,1,-3
Cc1ccc(Cn2c(C)c(C(=O)NCc3ccc(Cl)c(Cl)c3)sc2=O)cc1,-5,101,10,-5,-14,2,nt,4.4,-4,-1
C=CCN(c1ccccc1)S(=O)(=O)c1cccc(C(=O)N2CC(C)CC(C)C2)c1 (centres undefined),-7,91,6,-12,-5,-4,-1,-0.2,2,-8
CN(c1ccccc1)S(=O)(=O)c1cccc(NC(=O)CCNC(=O)c2ccc([N+](=O)[O-])cc2)c1,8,94,-2,1,-6,-10,2,-2.2,-3,-4
CCOC(=O)N1CCN(Cc2nc(-c3cccc(Cl)c3)no2)CC1,-1,101,-3,-2,1,-8,1,0.0,17,2
Cc1nc2sc(C(c3ccc(C(C)C)cc3)N3CCN(CCO)CC3)c(O)n2n1 (centres undefined),2,89,0,1,6,3,-2,-1.0,7,2
CCOC(=O)C1=C[C@@H](C(C)(C)C)N(S(=O)(=O)c2ccc(C)cc2)[C@H]1c1ccccc1Cl,-8,96,nt,-5,-3,-4,nt,nt,-7,3
O=c1[nH]c2ccc(NC(=S)Nc3ccc(Cl)cc3)cc2[nH]1,-8,100,3,0,-13,-6,-3,0.0,-22,1
CC1=C(C(=O)N2CCOCC2)CC(CC(=O)NCc2ccco2)C(=O)N1Cc1ccc(C(C)(C)C)cc1 (centres undefined),4,94,5,3,-6,2,0,-0.6,4,8
CC(=O)NN1C(=O)c2ccccc2NC1c1ccc([N+](=O)[O-])o1 (centres undefined),-4,97,1,6,-2,1,-10,-0.8,-4,3
O=C(CCN1C(=O)c2ccccc2S1(=O)=O)NCc1ccco1,-6,96,8,-1,-26,-9,9,1.5,7,6
O=C(CSc1nnc(NC(=O)c2ccccc2Cl)s1)NC1CC1,-6,92,3,0,-13,-5,0,-1.2,2,-6
O=C(NC(CO)c1ccccc1)c1ccco1 (centres undefined),-10,86,1,0,-13,5,-6,-0.9,0,0
CCN(CC)C(=O)CSc1nnc2c3ccccc3n(C)c2n1,-3,103,-2,0,-6,-3,-5,-0.9,3,6
CCOC(=O)N1CCC(NC(=O)c2cc3sccc3n2CC)CC1,1,97,2,2,0,-8,3,-0.2,-4,-3
O=C(OCn1nnc2ccccc2c1=O)c1ccc2ncsc2c1,12,97,-1,0,-25,4,-2,-2.0,-4,-7
CCOc1ccccc1N1CCN(C(=O)c2ccc(Cl)c(S(=O)(=O)N3CCCCC3)c2)CC1,5,98,8,-3,8,0,2,-1.8,-3,1
COc1ccc(-c2nsc(SCC(=O)Nc3ccc4c(c3)OCO4)n2)cc1,-8,99,12,3,-7,-11,0,12*,0,3
O=C(c1ccc(-n2cncn2)c([N+](=O)[O-])c1)N1CCN(S(=O)(=O)c2ccc(F)c(F)c2)CC1,3,92,12,0,5,-5,11,-0.9,3,5
Cc1ccc2nc(-c3ccc(NC(=O)CN(c4ccccc4C)S(C)(=O)=O)cc3)sc2c1,-17,100,27,-6,-93,-7,0,-0.2,3,-3
O=C(O)c1cc2c(cc1NC(=O)c1c(F)cccc1Cl)OCCCO2,2,111,1,0,3,-19,4,-0.3,0,1
Cc1nc(NCCN2CCOCC2)c2nnn(Cc3c(F)cccc3Cl)c2n1,-4,97,8,1,15,-1,0,-1.0,-8,1
CC1(C)CC(=O)C=C(c2ccc(CO)cc2)C1=O,-3,100,7,4,0,4,6,-0.1,-2,-4
Cc1ccc(S(=O)(=O)NC(=O)NN2CC3CCCC3C2)cc1 (centres undefined),-1,99,9,6,10,-4,-23,1.7,-8,2
Cc1ccnc(Nc2ccc(CCO)cc2)n1,2,99,nt,-3,-38,3,nt,nt,6,1
CC(=O)Nc1ccc(OC/C=C(\C)Cl)cc1,-2,101,2,-6,-17,1,-2,-1.2,3,-7
CCn1c(C)nc2cc(C(=O)N/N=C/c3ccccc3)ccc21,-5,98,-4,-5,-82,2,3,-1.5,0,-1
NC(=O)c1ccc(NC(=O)CN2CCN(C(=O)c3ccco3)CC2)cc1,3,100,1,-2,-4,2,8,0.0,-6,-1
CCc1cc2cc(C)cc(C)c2[nH]c1=S,5,96,5,4,-35,2,-3,-3.4,5,0
COc1ccc(Cc2c(C(C)(C)C)nc3ccc(Br)cn23)c(C)c1,-8,94,nt,0,4,4,nt,nt,-8,2
COC(=O)CSc1c(-c2ccccc2)c2cc(Cl)ccc2[nH]c1=O,-6,94,7,-1,13,-10,-3,4.8,-2,1
CCN(CC)S(=O)(=O)c1ccc(C(=O)NCc2nnc(SCC(=O)OC)n2C)cc1,-1,102,14,0,0,-15,-3,1.1,-4,-14
Cc1cc(Cl)ccc1OC(C)C(=O)OCC(=O)Nc1ccc2[nH]c(=O)[nH]c2c1 (centres undefined),1,91,10,1,-17,-6,5,1.5,-2,6
O=C(OCc1cn([C@H]2CN(Cc3cccs3)[C@@H](c3ccccc3)C[C@@H]2O)nn1)c1ccccc1,-22,100,2,0,8,-4,-7,3.6,-13,-4
CC(=O)Nc1ccc(C(=O)OC2CCOC2=O)cc1 (centres undefined),6,96,0,0,-14,2,-10,-1.5,0,1
CC1(c2nnc(-c3ccccc3)o2)CC(c2cccnc2)=NO1 (centres undefined),4,99,2,4,-19,-9,-1,-0.6,-6,5
COc1cccc(Nc2nc(C)cc(C)c2C#N)c1,-2,92,2,0,3,3,4,1.0,-1,4
C=CCOc1ccc(/C=N/Nc2ccccn2)cc1OC,-2,105,4,2,-50,-26,3,0.3,-2,5
Cc1cc(Nc2ccc(F)cc2F)n2nc(C)nc2n1,6,99,-6,2,4,-12,-15,-1.8,2,1
CCOC(=O)CNc1ccc(C(=O)OCC)cc1[N+](=O)[O-],-13,104,5,0,-14,2,-4,-0.4,-2,1
Cc1[nH]c(=O)[nH]c(=O)c1S(=O)(=O)Nc1ccc(Br)cc1F,0,83,1,1,-7,-17,4,0.6,7,7
Cc1ccc(S(=O)(=O)NCC(=O)OCC(=O)N2CC(=O)Nc3ccccc32)cc1,-4,96,8,0,-3,2,-12,-1.6,-4,-1
Cc1cc(C(=O)NN)n[nH]1,2,102,5,2,-47,1,2,-0.9,1,0
COC1CC(C)NC(=S)N1 (centres undefined),-2,105,9,-1,-25,2,12,-4.0,-9,1
# (list continues)
SMILES,H9c2 protect,ABCB6 inh 2,MC4R antagonist,N-glyco inh,SRC2 inh,NOD2-RIPK2 inh,TLR9-MyD88 block,MC4R ag barr,ABHD5-PLIN5 inh,m5-HT2A agonist
CN(C)c1oc(-c2ccccc2[N+](=O)[O-])nc1C#N,5,100,14,-1,-9,-11,1,-0.4,-5,0
CN1C(=O)C(CC(=O)N2CCN(C(c3ccccc3)c3ccccc3)CC2)N(C)C1=O (centres undefined),8,92,-1,2,21,-3,15,-1.9,-5,0
Cc1cc(NC(=O)C(C)Oc2ccccc2)no1 (centres undefined),-1,99,0,2,4,-6,4,0.0,0,4
CCOC(=O)C1=C(C)n2c(s/c(=C3\C(=O)Nc4ccccc43)c2=O)=NC1c1ccc(OC)cc1 (centres undefined),5,90,4,0,-10,6,3,-1.1,-2,-2
COCCNC(=O)C1CC(c2cccc(F)c2)=NO1 (centres undefined),2,94,1,0,-32,-6,-43,-2.2,-2,0
O=C1CC(N2CCN(c3ccc(F)cc3)CC2)C(=O)N1Cc1ccc(N2CCCC2=O)cc1 (centres undefined),-4,94,8,-2,2,0,-13,-2.8,-1,2
O=C1C2CCCN2C(=S)N1c1ccccc1 (centres undefined),4,94,2,-1,4,1,-4,-2.1,-8,2
CC1CCN(CC2C(=O)O[C@@H]3C[C@@]4(C)CCC[C@H](C)C4=C[C@H]23)CC(C)(C)C1 (some centres undefined),-7,95,-2,-4,12,-7,-5,-1.2,12,4
CCN(CC)c1ccc(O)c(C=Nc2ccc(C)c(C)c2)c1,-17,119,7,2,-19,2,10,-3.5,-3,-6
COc1cccc(/C=C/c2ccc3ccccc3n2)c1OC(C)=O,-16,96,-2,-19,-4,-1,3,0.2,6,0
CCOC(=O)N1CCN(C(=O)C2CCN(Cc3ccc(O)c(OCC)c3)CC2)CC1,-2,92,5,1,4,3,-21,-2.2,-1,7
C=CCn1c(SCC(=O)c2ccc(O)c(O)c2)nnc1-c1ccccc1OC,26,101,1,-4,10,-7,2,-1.0,0,6
COc1ccc(N/C(=N/c2nc(C)cc(C)n2)NC(=O)Nc2ccc(Cl)c(Cl)c2)c(OC)c1,3,93,6,-2,-11,8,3,-1.8,0,-5
NS(=O)(=O)c1ccc(CCNS(=O)(=O)c2cccs2)cc1,-3,91,12,0,11,-6,0,-0.6,2,-2
CC(SCc1cc(=O)n2c([nH]c3ccccc32)c1C#N)C(=O)O (centres undefined),2,100,11,5,-12,13,-2,-1.4,-5,2
O=C(CC1C(=O)NCCN1Cc1ccc(-c2ccccc2)cc1)NCc1ccncc1 (centres undefined),1,100,4,1,4,-10,-3,-2.0,7,-5
O=C(NCC(F)(F)F)[C@H]1O[C@@H](n2ccc(=O)[nH]c2=O)[C@H](O)[C@@H]1O,-4,96,nt,4,-34,-2,nt,nt,10,4
CC(C)OC(=O)c1c(N)sc2c1CCCC2,-4,101,-1,0,15,5,-5,2.8,-14,0
O=c1cc(CSc2nnc(COc3ccccc3)n2-c2ccccc2)c2ccccc2[nH]1,18,95,18,-3,-6,3,-1,-0.7,6,-3
CCCc1nc2ccc(Cl)cn2c1Cc1ccsc1,-5,99,nt,0,-23,-2,nt,nt,-9,0
CC[N+](CC)(CC)C/C(N)=N/O,0,94,0,1,19,6,-5,-1.5,0,5
